From PubChem BioAssay
BaF3 parental: parental Ba/F3 cell viability inhibition, counter-screen for JAK2V617F inhibitor project, murine pro-B, CellTiter-Glo luminescence | CellTiter-Glo ATP luminescence | inhibition, % at 5.6 µM | 220,000 compounds, 1.1% hits;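 active = inhibition above a per-campaign cutoff, the mean inhibition of all tested compounds plus 3 SD, cut at about 27% in these data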;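 also: 0% = DMSO wells and 100% = JAK Inhibitor I control wells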
Ba/F3 V617F tox: reduced viability of JAK2V617F-dependent Ba/F3 cells, primary screen, JAK2V617F inhibitor project, cell-based, Ba/F3 EpoR-JAK2V617F, luminescence | ATP luminescence | inhibition, % at 5.6 µM | 220,000 compounds, 1.1% hits;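 active = inhibition above the campaign mean plus 3 SD over all tested compounds, cut at about 24% in these data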;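 also: cytokine-independent growth of Ba/F3 cells driven by EpoR plus mutant JAK2; 0% = DMSO-treated cells and 100% = JAK inhibitor I control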
S1P4 antagonist: S1P4 receptor antagonists, primary screen, cell-based; Sphingosine 1-phosphate receptor 4 (Homo sapiens), O95977; S1P4-expressing cells, antagonist mode, reporter read-out; inhibition, % at 4.98 µM; 220,000 compounds, 0.26% hits; AID 1510, 2009; in the data active = inhibition above about 29%;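 also: 0% = wells stimulated with agonist and 100% = vehicle wells without agonist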
Target sequence (O95977 whole entry, looked up): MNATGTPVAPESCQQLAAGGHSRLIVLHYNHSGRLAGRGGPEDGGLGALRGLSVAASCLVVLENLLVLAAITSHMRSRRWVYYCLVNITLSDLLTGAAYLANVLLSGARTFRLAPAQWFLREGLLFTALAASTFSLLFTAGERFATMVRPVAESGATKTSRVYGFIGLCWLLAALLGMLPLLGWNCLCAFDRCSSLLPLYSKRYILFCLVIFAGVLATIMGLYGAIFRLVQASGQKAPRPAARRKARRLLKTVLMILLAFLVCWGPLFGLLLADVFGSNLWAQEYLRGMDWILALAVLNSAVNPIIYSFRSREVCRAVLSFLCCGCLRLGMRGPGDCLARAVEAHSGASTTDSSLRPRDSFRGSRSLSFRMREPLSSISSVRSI
NPY1 pot ag: NPY-Y1 receptor potentiators or agonists, primary screen, cell-based. NPY-Y1 expressing cells, potentiator/agonist activation. 220,000 compounds, 0.37% hits. Neuropeptide Y receptor type 1 (Homo sapiens), P25929. activation, % at 3.6 µM; in the data active = activation above about 33%, passing the limit was not always enough;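 also: cells stimulated with NPY at EC10 then isoproterenol at EC100; 0% = low agonist plus stimulus and 100% = saturating agonist plus stimulus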
Target sequence (P25929 whole entry, looked up): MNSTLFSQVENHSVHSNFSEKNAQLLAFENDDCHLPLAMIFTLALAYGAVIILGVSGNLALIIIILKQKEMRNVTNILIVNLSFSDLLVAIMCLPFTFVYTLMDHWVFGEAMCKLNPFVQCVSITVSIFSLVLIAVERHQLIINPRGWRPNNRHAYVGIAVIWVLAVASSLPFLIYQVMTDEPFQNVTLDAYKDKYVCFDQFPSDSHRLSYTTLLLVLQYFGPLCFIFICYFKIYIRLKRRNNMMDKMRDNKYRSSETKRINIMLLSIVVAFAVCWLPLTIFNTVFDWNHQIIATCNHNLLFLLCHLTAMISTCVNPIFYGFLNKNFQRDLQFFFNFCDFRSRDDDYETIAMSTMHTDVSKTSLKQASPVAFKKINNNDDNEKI
p47phox inh: p47phox/p22phox peptide binding inhibitors, primary screen, biochemical, uHTS, NADPH oxidase regulatory subunit | fluorescence polarization, 2 h | 220,000 compounds, 0.53% hits | inhibition, % at 24.7 µM;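 active = inhibition above about 30%, limit read from the data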;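 also: 0% = p47phox with labelled peptide and 100% = labelled peptide alone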
CHOP inhibitor: inhibitors of CHOP promoter induction, primary screen, cell-based, unfolded protein response, luciferase reporter. CHO-K1 CHOP-promoter luciferase, tunicamycin-induced, 15-18 h. inhibition, % at 10 µM. 220,000 compounds, 3.8% hits;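 active = compounds that reduced the stress-induced luciferase reporter signal by more than about 70% of percent inhibition, limit read from the data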;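 also: 0% = tunicamycin plus vehicle and 100% = wells without tunicamycin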
NPY Y1 blocker: NPY-Y1 receptor antagonists, primary screen, cell-based. Neuropeptide Y receptor type 1 (Homo sapiens), P25929. HEK293-CNG Y1 cells, membrane potential fluorescence; NPY at EC95, then isoproterenol. inhibition, % at 3.6 µM. 200,000 compounds, 1% hits. AID 1040, 2008;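 active = inhibition above the campaign mean inhibition of all tested compounds plus 3 SD, cut at about 20% in these data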;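 also: 0% = DMSO wells given NPY plus isoproterenol and 100% = isoproterenol alone without NPY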
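Material: HEK293 Y1/CNG channel cell line | Also added: NPY (25 nM), isoproterenol (1 µM), Ro 20-1724 (25 µM) | Compound: One concentration, 3.6 µM, in 0.4% DMSO | Schedule: 3 h dye uptake, 1 h room-temperature compound, 45 min post-isoproterenol | Signal: Membrane-potential fluorescent dye readout | Read-out: % inhibition of NPY effect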
S1P4 agonist: S1P4 receptor agonists, primary screen, cell-based; S1P4-expressing cell line, agonist reporter assay; 220,000 compounds, 0.35% hits; Sphingosine 1-phosphate receptor 4 (Homo sapiens), O95977; activation, % at 4.98 µM; AID 1509, 2009; in the data active = activation above about 11%;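 also: 0% = DMSO vehicle and 100% = reference agonist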
NPY2 pot ag: NPY-Y2 potentiators or agonists, primary screen, cell-based | cells expressing NPY-Y2, potentiator/agonist read-out | activation, % at 3.6 µM | 220,000 compounds, 0.45% hits | AID 1359, 2008; in the data active = activation above about 27%;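 also: cells stimulated with NPY near EC25 plus isoproterenol at EC100; 0% = vehicle plus submaximal agonist and 100% = vehicle plus saturating agonist; some results beyond the cut were filed as inactive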
* = called active by the depositor; nt = no result given; & = joins results of further samples.

SMILES	BaF3 parental	Ba/F3 V617F tox	S1P4 antagonist	NPY1 pot ag	p47phox inh	CHOP inhibitor	NPY Y1 blocker	S1P4 agonist	NPY2 pot ag
Cc1cc(S(=O)(=O)Nc2ccccc2C)ccc1F	6.6	0.1	-13.3	1.4	-2.6	42.5	0.8	2.9	2.5
O=C(N/N=C/c1ccc2nccnc2c1)c1ccccc1O	-0.2	4.6	-0.7	-7.6	-4.8	-20.3	nt	0.0	-3.7
Cc1ccc2oc(C(=O)Nc3nnc(C)s3)c(C)c2c1	-1.7	-4.0	13.0	-6.9	-6.4	13.6	7.0	-2.4	4.3
O=C(NC1CC1)C1CCN(C2CCN(C(=O)Cc3ccc4c(c3)OCO4)CC2)CC1	7.2	1.9	-8.8	10.6	-8.9	-0.1	3.1	0.0	12.5
Cc1sc2nc(SCC(=O)N(C)C)[nH]c(=O)c2c1C	-0.2	-4.0	-20.4	4.2	-4.6	-1.9	-0.8	-2.1	-13.3
CCOC(=O)C1(CCc2ccccc2)CCN(C(=O)c2occc2C)CC1	4.8	0.5	-3.6	-9.2	-4.2	-1.4	4.1	0.8	-20.7
O=C(CSc1nnc(-c2ccco2)o1)NC(=O)C1COc2ccccc2O1 (centres undefined)	-1.0	-3.4	-16.8	-9.3	4.4	27.7	1.7	2.1	-3.6
Cc1cccc(CSc2nnnn2-c2ccccc2)c1	3.6	-0.3	-12.1	8.3	-12.2	35.5	3.1	0.7	-15.9
O=C(Nc1ccccc1)c1ccc(F)c(S(=O)(=O)N2CCOCC2)c1	7.1	-2.8	-21.9	-2.1	-18.8	32.0	-8.9	-0.2	-5.6
CCCCCOc1ccc(CN2CCOCC2)cc1Cl	5.7	1.5	-1.2	-13.1	-5.4	-33.4	7.8	-0.7	-0.6
O=C(O)CCCNC(=O)CCCn1nnc2ccccc2c1=O	-2.3	-2.0	10.0	1.4	-8.2	4.5	nt	-0.7	4.3
O=C(O)/C=C/c1cn(-c2ccccc2)nc1-c1cc2ccccc2o1	3.9	0.0	-9.8	-10.2	-19.9	-9.2	nt	-0.4	13.6
CC(Oc1ccc(Cl)cc1Cl)C(=O)NNC(=O)C(=O)N1CCCCC1 (centres undefined)	-1.5	-4.8	0.5	-18.2	6.3	43.6	5.8	-2.7	-0.6
O=c1[nH]c(C2CCN(S(=O)(=O)c3ccccc3)CC2)nc2c1nnn2Cc1ccccc1	9.4	3.5	-5.3	-11.3	-41.1	0.5	-1.2	-1.0	-19.7
Cc1ccc2c(c1)C1CN(C)CCC1N2C(=O)c1cccc(S(=O)(=O)N2CC(C)CC(C)C2)c1 (centres undefined)	9.0	2.0	7.4	-3.5	-0.1	6.1	5.9	-1.3	3.1
CC(C)c1nn2c(=O)cc(O)nc2s1	2.8	-1.7	-6.6	-20.7	-18.3	12.3	0.4	0.1	-2.3
COc1ccc(Br)cc1/C=N/NC(=O)Cn1nnnc1N	3.5	1.5	-0.4	5.0	-4.1	15.0	nt	0.7	2.1
CCCCc1ccc(/C=C2\C(=O)ON=C2c2ccccc2)s1	-3.0	-1.9	8.7	3.4	-1.2	34.1	-0.2	2.0	-5.0
COc1ccc(/C=C2/N=C(SC3CCOC3=O)N(c3cccc(OC)c3)C2=O)cc1 (centres undefined)	4.0	-0.9	-9.4	-21.7	-52.7	3.8	4.9	-1.7	3.6
COC(=O)c1ccc(NC(=O)CCN2C(=O)CSC2=O)cc1	4.1	1.4	-13.5	3.3	-10.7	-16.7	0.4	2.5	4.5

A different layout for 2 compounds above:
Values run as follows: BaF3 parental, Ba/F3 V617F tox, S1P4 antagonist, NPY1 pot ag, p47phox inh, CHOP inhibitor, NPY Y1 blocker, S1P4 agonist, NPY2 pot ag
CCCCc1ccc(/C=C2\C(=O)ON=C2c2ccccc2)s1
→ -3.0, -1.9, 8.7, 3.4, -1.2, 34.1, -0.2, 2.0, -5.0
COc1ccc(/C=C2/N=C(SC3CCOC3=O)N(c3cccc(OC)c3)C2=O)cc1 (centres undefined)
→ 4.0, -0.9, -9.4, -21.7, -52.7, 3.8, 4.9, -1.7, 3.6

Single values from the results shown.
For CHOP inhibitor, O=C(CSc1nnc(-c2ccco2)o1)NC(=O)C1COc2ccccc2O1 (centres undefined) has 27.7
For BaF3 parental, COC(=O)c1ccc(NC(=O)CCN2C(=O)CSC2=O)cc1 has 4.1

(list continues)
SMILES	BaF3 parental	Ba/F3 V617F tox	S1P4 antagonist	NPY1 pot ag	p47phox inh	CHOP inhibitor	NPY Y1 blocker	S1P4 agonist	NPY2 pot ag
CCOC(=O)CSc1nnc(Cn2nnc(-c3ccccc3)n2)n1CC	4.6	-1.6	-14.1	-8.0	-1.6	16.2	2.0	-1.8	0.1
O=C(CN1C(=O)CC(c2ccccc2)S(=O)(=O)c2ccccc21)N1CCOCC1 (centres undefined)	6.0	0.2	-3.9	5.7	-6.2	-10.1	-2.9	0.1	-3.7
Cc1ccc(CNC(=O)c2sc3nc4c(c(C(F)(F)F)c3c2N)CCC4)cc1	1.4	-0.6	4.0	-2.7	-11.4	30.2	2.5	1.5	-11.9
O=C1NC(=O)/C(=C\c2ccc(OCc3cccc([N+](=O)[O-])c3)cc2)N1	7.7	0.0	-18.5	8.9	3.7	76.0*	-5.3	1.2	14.3
COC(=O)C1CCN(C(=O)CCCOc2ccccc2)CC1	5.5	-0.3	0.2	-6.6	-8.1	33.6	2.4	1.9	-1.7
COC(=O)c1cc(NC(=O)c2cccc([N+](=O)[O-])c2C)ccc1Cl	5.3	2.8	-3.1	9.3	-0.2	21.3	2.5	1.6	12.9
CCCCCCc1cc2cc(S(=O)(=O)c3ccc(C)cc3)c(=O)oc2cc1O	1.2	-7.4	-3.9	-12.3	-18.1	86.0*	-5.0	0.5	6.9
CCc1ccc(C2N(c3ccc(OC)cc3)C(=O)C3CCCN32)cc1 (centres undefined)	3.3	-4.6	-8.2	-3.1	-9.9	4.6	-0.4	-0.4	6.4
Cc1nnc(Nc2ccccc2)n(N)c1=O	4.1	1.0	4.9	12.1	-12.4	-14.1	4.4	-0.1	-5.4
COc1ccc(S(=O)(=O)N2CCOCC2)cc1C(=O)Nc1ccon1	4.1	2.0	-18.5	-5.3	-13.4	12.9	1.5	-3.4	-19.3
Cc1ccccc1Nc1nc(=O)c2cc([N+](=O)[O-])ccc2s1	4.7	-3.8	-7.9	-16.2	1.3	19.8	8.9	-0.9	13.6
COC(=O)c1cc(C(=O)OC)n(Cc2ccc(Cl)cc2Cl)n1	-0.2	-3.7	-2.0	-2.4	-12.2	16.9	2.9	-3.2	-5.0
Cc1cccc(C)c1NCc1n[nH]c(=S)n1-c1ccccc1	6.8	0.2	-4.3	13.7	-9.2	6.4	-0.1	2.5	7.1
O=C(Nc1ccc([N+](=O)[O-])cc1)Nc1nc(-c2ccc(Cl)s2)cs1	3.7	-2.5	-25.1	8.2	-9.2	106.7*	-9.2	1.4	6.2
CCCCNC(=O)CNC(=S)N(Cc1cc(OC)c(OC)c(OC)c1)C1CCCC1	5.9	0.2	-5.4	1.8	-8.7	-9.6	4.1	1.8	-3.1
CC1(C)Nc2ccccc2N(CC(=O)N2CCCCC2)C1=O	0.6	1.6	-5.0	-7.4	-3.8	-0.5	-2.4	-2.5	-9.8
O=C(Nc1nnc(-c2ccccc2Cl)o1)c1ccco1	0.3	-1.7	-3.6	10.1	4.7	-20.8	4.0	1.0	-12.8
COc1ccc(NC(=O)C2CCN(C(=O)c3ccccc3)CC2)cc1OC	5.4	-2.8	-6.5	-11.3	5.6	-11.7	1.6	-2.9	-0.7
C/C=C/c1ccc(OCCCCN2CC(C)CC(C)C2)c(OC)c1 (centres undefined)	5.6	1.5	8.0	-26.9	2.5	18.1	3.6	-1.2	-5.4
N#CCCCSc1nnc(Cc2ccc3c(c2)OCO3)o1	1.6	-3.9	-15.9	-24.3	-6.1	1.8	1.4	1.6	15.1
O=C(CCNc1n[nH]c(=O)[nH]c1=O)N1CCCCC1	6.3	4.3	6.9	-4.5	-5.2	11.9	6.0	-2.5	-3.0
CCc1oc2ccccc2c1C(=O)c1cc(Br)c(O)c(Br)c1	-2.3&3.1	-1.6&3.6	-14.0&8.9	-13.5&-41.1	-21.0&-22.1	19.1&-4.3	9.8	2.2&-0.4	-4.5&-39.5
NN1C(=O)c2cccc3c(C(=O)O)ccc(c23)C1=O	8.9	1.8	-12.2	-11.3	-5.7	14.0	-2.8	-1.1	-14.7
CN(C)CCCNC(=S)N(Cc1cccs1)Cc1cc2cc3c(cc2[nH]c1=O)OCCO3	5.8	2.6	-10.1	-14.1	-31.6	-5.1	8.6	-1.1	-18.2
CCc1nc2oc(C(=O)c3ccccc3)c(N)c2c2c1COC(C)(C)C2	3.3	3.2	-4.2	-3.8	-0.6	66.6	0.1	1.8	-3.1
COc1cccc(S(=O)(=O)N2CCN(c3ccccc3F)CC2)c1	4.3	5.4	-6.1	2.5	-8.7	44.7	4.9	0.7	-9.2
Oc1cccc(/C=N/Nc2cc(N3CCCC3)nc(N3CCCC3)n2)c1	0.3	-2.1	2.6	-38.2	-26.4	78.7*	6.7	-0.5	4.2
Cn1c(=O)oc2cc(NC(=O)CCl)ccc21	-11.3	-3.7	-5.6	19.7	-10.2	-24.2	nt	-0.2	3.7
Cc1ccc(/C=N/Nc2ccc3ccccc3n2)o1	2.4	5.0	-11.3	-25.4	-1.0	26.9	-2.8	1.2	-10.6
N#C/C(=C\c1ccc(F)cc1F)S(=O)(=O)c1ccccn1	3.8	-7.6	-9.3	11.9	-18.1	14.0	nt	1.7	-14.5
C/C(=N/Nc1ccc(C(=O)O)cc1)c1ccc(O)c(O)c1O	3.7	-0.2	-20.2	-1.6	-13.7	5.3	0.8	-0.2	-8.9
CCOc1ccccc1OCCCCOc1ccccc1F	6.5	1.9	-6.1	-31.9	-17.6	28.6	4.4	0.5	1.8
Cc1cccc(CN2CCN(Cc3cnn(-c4ccccc4F)c3)CC2CCO)n1 (centres undefined)	5.8	2.2	2.0	-9.1	-1.0	-8.1	-4.4	1.0	-1.8
COc1ccc(N2CCN(S(=O)(=O)c3ccc(-n4cnnn4)c(C)c3)CC2)cc1	3.5	-0.6	-17.3	23.2	-10.7	6.5	-0.2	0.9	-0.1
O=C(NCc1ccco1)C1CC(c2ccccc2O)=NO1 (centres undefined)	1.0	-3.5	-7.8	3.1	-2.2	-16.4	3.2	-2.8	-2.0
CCNS(=O)(=O)c1ccc(NC(=O)Nc2cc(C)ccc2OC)cc1	2.7	-1.3	-14.5	33.4	-17.6	16.6	nt	0.7	14.9
CCC(=O)Nc1nnc(SCC(=O)Nc2ccc(F)cc2)s1	2.7	-1.1	-19.3	-2.5	3.3	25.2	-3.5	0.1	-1.1
C=CCc1cccc(CNc2c(C)n(C)n(-c3ccccc3)c2=O)c1O	-0.5	-5.7	-17.0	-16.6	-12.0	25.6	3.0	-1.7	3.1
Cc1cccc(/C(N)=N/OC(=O)c2ccc3c(c2)OCO3)c1	3.8	0.5	-112.3	-8.6	-6.8	-5.8	5.8	-0.1	2.2
CCN1CCn2c1nc(N1CCOCC1)nc2=O	3.1	-2.3	-22.4	-22.4	2.2	-8.7	-4.5	1.2	14.8
CC(C)CCCC(C)NS(=O)(=O)Cc1ccccc1 (centres undefined)	8.1	3.0	-1.2	2.5	-4.4	36.6	1.2	0.0	-7.8
